EBV LMP1 NFkB: EBV LMP1-driven NF-kappaB luciferase reporter inhibitors, primary screen, cell-based, luminescence, single point; AID 504558, 2011; LMP1-induced NF-kappaB luciferase reporter cells; inhibition, % at 12.5 µM; 0.69% of 350,000 active; in the data active = inhibition above about 41%;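 also: 0% = neutral control wells and 100% = reference inhibitor control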
TWEAK Fn14 block: inhibitors of TWEAK-Fn14 signaling, primary screen, luciferase reporter cells, uHTS; TWEAK-stimulated Fn14 reporter cells, luciferase luminescence, 8 h; inhibition, % at 10 µM; 2% of 360,000 active; AID 1159606, 2016; in the data active = inhibition above about 50%
TLR9-MyD88 inh: inhibitors of TLR9-MyD88 association in cells, primary screen, cell-based, CHO, BLA complementation, fluorescence; CCF4 FRET ratio; inhibition, % at 4.98 µM; 0.21% of 340,000 active; AID 504734, 2011; Toll-like receptor 9 (Homo sapiens) + Myeloid differentiation primary response protein …;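 active = inhibition above the mean over all tested compounds plus 3 SD, cut at about 21% in these data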;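 also: 0% = DMSO only wells and 100% = clavulanate BLA inhibitor control wells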
NR5A2 inv ag: LRH-1 (NR5A2) inverse agonists, primary screen, cell-based, luminescence, HEK293T, StAR-luciferase reporter; Nuclear receptor subfamily 5 group A member 2 (Homo sapiens), O00482; AID 602396, 2012; inhibition, % at 3.6 µM; 0.13% of 360,000 active; LRH-1 transfected, 24 h;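 active = inhibition above the mean inhibition of all tested compounds plus 3 SD, cut at about 73% in these data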;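 also: 0% = DMSO wells and 100% = reporter-only cells lacking LRH-1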
Target sequence (O00482 whole entry, looked up): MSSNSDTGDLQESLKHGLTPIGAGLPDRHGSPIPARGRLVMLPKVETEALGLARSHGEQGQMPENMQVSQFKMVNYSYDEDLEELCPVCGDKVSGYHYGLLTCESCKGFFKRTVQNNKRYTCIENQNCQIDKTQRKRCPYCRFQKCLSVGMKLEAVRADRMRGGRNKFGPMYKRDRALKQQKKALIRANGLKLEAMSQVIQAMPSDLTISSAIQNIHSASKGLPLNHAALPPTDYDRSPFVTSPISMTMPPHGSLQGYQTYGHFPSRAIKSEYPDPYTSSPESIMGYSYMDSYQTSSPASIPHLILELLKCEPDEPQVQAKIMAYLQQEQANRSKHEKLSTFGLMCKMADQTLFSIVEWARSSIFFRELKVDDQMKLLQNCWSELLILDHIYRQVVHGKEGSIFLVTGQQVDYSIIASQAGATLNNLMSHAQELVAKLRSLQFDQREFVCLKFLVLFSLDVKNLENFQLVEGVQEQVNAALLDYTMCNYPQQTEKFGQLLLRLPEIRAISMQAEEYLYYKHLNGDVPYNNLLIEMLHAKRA
SRC1 inh: SRC1 coactivator transcriptional activity inhibitors, primary screen, cell-based, luminescence. 0.12% of 360,000 active. Nuclear receptor coactivator 1 (Homo sapiens), Q15788. HEK293 GAL4-SRC1 luciferase reporter. inhibition, % at 3.6 µM;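 active = inhibition above the campaign mean plus 3 SD, with each screening campaign given its own cutoff, cut at about 60% in these data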;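 also: 0% = DMSO treated cells and 100% = gossypol at 36 µM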
NOD2 RIPK2 PPI: NOD2-RIPK2 binding disruptors in cells, primary screen, fluorescence, CHO cells, BLA complementation | 0.38% of 360,000 active | CCF4 ratio | inhibition, % at 4.98 µM; in the data active = inhibition above about 21%;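 also: 0% = vehicle only and 100% = reference blocker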
Target sequence (O43353 whole entry, looked up): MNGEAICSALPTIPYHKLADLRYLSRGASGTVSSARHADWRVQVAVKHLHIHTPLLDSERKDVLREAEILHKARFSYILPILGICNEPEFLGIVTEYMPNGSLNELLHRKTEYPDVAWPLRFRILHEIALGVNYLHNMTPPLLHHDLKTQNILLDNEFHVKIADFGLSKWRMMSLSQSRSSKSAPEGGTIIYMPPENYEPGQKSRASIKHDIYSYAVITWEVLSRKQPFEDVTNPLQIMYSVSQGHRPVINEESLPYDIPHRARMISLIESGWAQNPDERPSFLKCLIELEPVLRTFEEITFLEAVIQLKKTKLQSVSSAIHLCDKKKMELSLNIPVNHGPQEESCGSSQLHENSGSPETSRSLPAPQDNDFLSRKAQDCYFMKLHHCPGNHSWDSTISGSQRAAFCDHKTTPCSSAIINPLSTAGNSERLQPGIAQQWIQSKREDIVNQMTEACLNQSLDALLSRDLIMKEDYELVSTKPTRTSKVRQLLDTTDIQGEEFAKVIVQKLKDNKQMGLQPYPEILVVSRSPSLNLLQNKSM
SRC3 inh: SRC3 coactivator transcriptional activity inhibitors, primary screen, cell-based, luminescence; 0.17% of 360,000 active; Nuclear receptor coactivator 3 (Homo sapiens), Q9Y6Q9; HEK293 GAL4-SRC3 luciferase reporter; inhibition, % at 3.6 µM;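 active = inhibition above a per-campaign cutoff, the mean of all compounds plus 3 SD, cut at about 60% in these data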;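 also: 0% = DMSO-treated cells and 100% = gossypol-treated cells at 36 µM; higher means less SRC3-driven luciferase light from the GAL4 reporter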
SRC2 inh: inhibition of GAL4-SRC2 driven luciferase reporter, primary screen, SRC2 inhibitor project, cell-based, luminescence; Nuclear receptor coactivator 2 (Homo sapiens), Q15596; HEK293 GAL4-SRC2 luciferase reporter; inhibition, % at 9 µM; 0.17% of 370,000 active; AID 651957, 2012;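 active = inhibition above the mean inhibition of all tested compounds plus 3 SD, set per campaign, cut at about 52% in these data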;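 also: 0% = DMSO treated cells and 100% = cells given Gossypol at 36 µM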
TROY NFkB inh: inhibitors of TROY-driven NF-kB signaling, primary screen, Q293 LMP1-TROYcd cells, NF-kB luciferase, uHTS; Q293 LMP1-TROYcd NF-kB luciferase reporter, 4 h; inhibition, % at 10 µM; 0.98% of 360,000 active;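 active = compounds whose plate-normalised and pattern-corrected inhibition of the luciferase reporter signal at the single screening dose is 50% or more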
C8 TRAIL sens: viability loss with TRAIL in NB7+C8 cells, primary screen, TRAIL sensitizer project, cell-based, ATPlite luminescence; inhibition (viability loss, TRAIL sensitization), % at 10 µM; 1% of 360,000 active; AID 624354, 2012;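 active = compounds causing at least 50% loss of cell viability in the single-dose screen, relative to plate controls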
NR2F2 inh: NR2F2 transcriptional activity inhibitors, primary screen, cell-based, luciferase reporter, HEK293T, luminescence | inhibition, % at 8.6 µM | COUP transcription factor 2 (Homo sapiens), P24468 | 0.7% of 370,000 active | HEK293T NGFI-A luciferase reporter;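 active = inhibition above a per-plate cutoff, mean inhibition of test wells between control levels plus 3 SD, cut at about 38% in these data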;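 also: cells cotransfected with COUP-TFII expression vector driving the NGFI-A reporter; 0% = median of COUP-TF2 test wells and 100% = reporter-only cells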
The depositor's hits bear a star; / = not tested or not shown. Some of the compounds tested. The share of hits here may be higher or lower than overall.

1. Cc1cccc(NC(=O)Nc2ccc(Cl)c(Cl)c2)n1
2. NC(=O)CC(NC(=O)Cc1cccc2ccccc12)c1ccc(N2CCN(c3ccc(F)cc3)CC2)c([N+](=O)[O-])c1 (stereo unspecified)
3. CCN(CC(=O)NCc1cccs1)c1ccc(S(=O)(=O)N2CCCC2)cn1
4. Cc1ccc(NC(=O)CSc2nnc(-c3ccco3)c(-c3ccco3)n2)cc1
5. CCS(=O)(=O)N1CCC(C(=O)Nc2ccc(C(C)=O)cc2)CC1
6. CCCCn1c(CCNC(=O)c2cccs2)nc2ccccc21
7. Cc1cc(C)c2c(CC(=O)Nc3nccs3)coc2c1
8. CCc1cccc(CC)c1NC(=S)Nc1ccccc1
9. Cc1c(NC(=O)c2ccc(-c3ccc([N+](=O)[O-])cc3Cl)o2)c(=O)n(-c2ccccc2)n1C
10. CC(NC(=O)COc1cccc(Br)c1)C(=O)O (stereo unspecified)

assay / entry,1,2,3,4,5,6,7,8,9,10
EBV LMP1 NFkB,-25,-16,-12,4,-1,1,2,-1,-6,-6
TWEAK Fn14 block,58*,-1,-5,8,4,5,21,-29,-13,-9
TLR9-MyD88 inh,-12,-11,-2,-4,-7,2,4,5,-5,-2
NR5A2 inv ag,-13,-9,-7,31,2,19,-12,6,-7,10
SRC1 inh,-9,-7,5,-12,-88,5,8,-8,-7,-25
NOD2 RIPK2 PPI,6,0,1,-4,-1,-21,1,-4,11,-14
SRC3 inh,1,8,14,-30,-5,-13,-3,-2,13,24
SRC2 inh,38,-20,-38,-14,1,0,-1,-17,-8,-32
TROY NFkB inh,18,13,-5,-72,-1,23,5,-10,0,-6
C8 TRAIL sens,8,-9,7,7,-5,-5,6,-6,0,6
NR2F2 inh,3,14,4,1,2,4,2,7,-6,-8

11. CC(C)(C)C(=O)Nc1nc(NC(=O)C(C)(C)C)nc(-c2ccccc2Cl)n1
12. COc1ccc(C(=O)N[C@H](C(=O)Nc2ccc(OC)nc2)C(C)C)cc1
13. Cc1ccc2c(c1)sc1nc(=O)n(-c3ccc(Cl)c(Cl)c3)c(=O)n12
14. CCOC(=O)c1nnn(CC(=O)N2N=C(c3ccc(Cl)cc3)CC2c2ccc(OC)cc2)c1C(=O)OCC (stereo unspecified)
15. Cc1cc(C)nc(SCCC(=O)N(C)C)n1
16. COCCCNc1nc2ccccc2[nH]c1=O
17. COc1ccc2c(OC)c3ccoc3nc2c1OC
18. CC1CCN(C(=O)c2ccc(S(=O)(=O)NCc3ccco3)cc2)CC1
19. CCCn1nnnc1NCc1ccc(CC)cc1
20. COc1ccc(-c2noc(CCC(=O)N3CCN(c4ccc(F)cc4)CC3)n2)cc1

assay / entry,11,12,13,14,15,16,17,18,19,20
EBV LMP1 NFkB,1,3,-19,2,-6,-1,-9,-4,1,3
TWEAK Fn14 block,0,-7,55*,-7,-2,-13,16,10,-2,-12
TLR9-MyD88 inh,/,5,-8,-5,-4,-11,9,3,0,-6
NR5A2 inv ag,8,-25,-7,-2,12,-5,-5,0,8,-23
SRC1 inh,-10,-36,-7,-9,5,-19,-12,-2,6,0
NOD2 RIPK2 PPI,9,2,-5,-5,-9,-6,-5,-4,11,-7
SRC3 inh,3,-17,-15,2,2,13,-19,15,10,4
SRC2 inh,22,-16,-31,-23,-22,-15,-34,2,-24,-8
TROY NFkB inh,-3,-18,43,7,-13,10,-25,-2,18,4
C8 TRAIL sens,-9,-2,5,16,1,-6,16,1,-19,5
NR2F2 inh,-3,-8,0,1,-1,-21,-15,5,-2,9

21. COc1cccc(C(=O)N(Cc2ccco2)Cc2cc3cccc(C)c3[nH]c2=O)c1
22. O=C(c1ccc(S(=O)(=O)N2CCOCC2)cc1)N1CCN(c2ccc(F)cc2)CC1
23. COc1ccc(C2=Nn3c(nnc3-c3ccccc3Cl)SC2)cc1OCC1CC1
24. CCOC(=O)c1cc(-c2csc(-c3cccc(Cl)c3)n2)on1
25. COc1ccc(NC(=O)CN(C)C(=O)c2cccc3ccccc23)cc1
26. O=C(NCc1csc(-c2cccs2)n1)c1ccccc1
27. Cc1c(CCOC(=O)C23CC4CC(CC(C)(C4)C2)C3)sc[n+]1CC(=O)c1ccccc1
28. COc1ccc(CCN2CCC(Nc3nc4ccccc4n3Cc3ccc(F)cc3)CC2)cc1
29. COc1ccc(N(CC(=O)Nc2ccc(OC)c(OC)c2)S(=O)(=O)c2ccccc2)cc1Cl
30. O=C(CCCSc1ccc(Cl)cc1)Nc1ccccc1O

assay / entry,21,22,23,24,25,26,27,28,29,30
EBV LMP1 NFkB,0,11,12,-6,-7,-4,-6,-25,12,-3
TWEAK Fn14 block,31,26,32,1,0,10,6,-9,4,21
TLR9-MyD88 inh,-4,-3,-3,-4,-8,9,7,2,7,0
NR5A2 inv ag,13,-10,37,2,-12,-3,-25,-3,-5,2
SRC1 inh,4,-30,5,13,-2,-45,1,-2,1,-12
NOD2 RIPK2 PPI,-4,3,4,-5,-4,-12,-8,1,-3,0
SRC3 inh,0,11,10,23,-12,-8,-2,-9,10,-39
SRC2 inh,-10,4,9,3,7,-5,-8,-11,-23,/
TROY NFkB inh,-6,0,61*,-6,16,-28,42,0,-3,-3
C8 TRAIL sens,-3,-6,17,-13,23,-11,6,30,3,3
NR2F2 inh,6,2,-9,-10,-11,-8,-11,1,12,/

31. COc1ccc(NC(=S)NC(=O)c2cccnc2)cc1
32. C=C1C[C@H](O[C@@H]2O[C@H](CO)[C@@H](O)[C@H](O)[C@H]2O)[C@@H]2[C@H](OC(=O)[C@H]2C)[C@H]2[C@H](C)[C@@H](O)C[C@@H]12
33. O=C(NCC(c1ccco1)N1CCc2ccccc21)C(=O)Nc1ccc(F)cc1F (stereo unspecified)
34. COc1ccc(CCNc2nc(-c3ccc(F)cc3)c(CC(=O)O)s2)cc1OC
35. CC1(C)CC(=O)C(C=Nc2ccc(N)cc2)=C(O)C1
36. CN(N)c1nc(C(F)(F)F)nc2ccccc12
37. Cc1cc(C(=O)COC(=O)/C=C/c2cccc(F)c2)c(C)n1C
38. CN(Cc1cccnc1)C(=O)c1cc(COc2ccc3c(c2)CCCC3)on1
39. Cc1cc(C)n(-c2nc3c(c(=O)[nH]c(=O)n3C)n2Cc2ccccc2)n1
40. FC(F)(F)c1ccc(Cl)c(Nc2nnc(-c3ccncc3)s2)c1

assay / entry,31,32,33,34,35,36,37,38,39,40
EBV LMP1 NFkB,-12,3,-3,-1,-5,3,8,-11,2,/
TWEAK Fn14 block,-25,7,9,11,7,1,-32,19,-28,-42
TLR9-MyD88 inh,7,7,0,-6,-4,8,9,-10,-3,/
NR5A2 inv ag,-3,9,-4,-18,12,20,-7,-85,6,6
SRC1 inh,14,-5,-22,-18,5,-6,-34,-51,6,-9
NOD2 RIPK2 PPI,-7,2,4,4,2,0,4,3,15,4
SRC3 inh,-5,-15,-9,-3,-11,32,-19,-52,7,-18
SRC2 inh,3,-14,-10,0,-15,-8,-37,-36,3,-11
TROY NFkB inh,-6,-3,13,18,-3,8,-8,-12,27,-4
C8 TRAIL sens,-3,-7,3,-12,7,-1,-20,16,-3,16
NR2F2 inh,3,-6,8,6,11,5,-5,2,2,-8

Nos. 30 through 37 of the list above:
30. O=C(CCCSc1ccc(Cl)cc1)Nc1ccccc1O
31. COc1ccc(NC(=S)NC(=O)c2cccnc2)cc1
32. C=C1C[C@H](O[C@@H]2O[C@H](CO)[C@@H](O)[C@H](O)[C@H]2O)[C@@H]2[C@H](OC(=O)[C@H]2C)[C@H]2[C@H](C)[C@@H](O)C[C@@H]12
33. O=C(NCC(c1ccco1)N1CCc2ccccc21)C(=O)Nc1ccc(F)cc1F (stereo unspecified)
34. COc1ccc(CCNc2nc(-c3ccc(F)cc3)c(CC(=O)O)s2)cc1OC
35. CC1(C)CC(=O)C(C=Nc2ccc(N)cc2)=C(O)C1
36. CN(N)c1nc(C(F)(F)F)nc2ccccc12
37. Cc1cc(C(=O)COC(=O)/C=C/c2cccc(F)c2)c(C)n1C

assay / entry,30,31,32,33,34,35,36,37
EBV LMP1 NFkB,-3,-12,3,-3,-1,-5,3,8
TWEAK Fn14 block,21,-25,7,9,11,7,1,-32
TLR9-MyD88 inh,0,7,7,0,-6,-4,8,9
NR5A2 inv ag,2,-3,9,-4,-18,12,20,-7
SRC1 inh,-12,14,-5,-22,-18,5,-6,-34
NOD2 RIPK2 PPI,0,-7,2,4,4,2,0,4
SRC3 inh,-39,-5,-15,-9,-3,-11,32,-19
SRC2 inh,/,3,-14,-10,0,-15,-8,-37
TROY NFkB inh,-3,-6,-3,13,18,-3,8,-8
C8 TRAIL sens,3,-3,-7,3,-12,7,-1,-20
NR2F2 inh,/,3,-6,8,6,11,5,-5

(listing goes on)
41. CCC(C)NC(=O)/C=C1\Sc2ccccc2NC1=O (stereo unspecified)
42. O=C(O)c1ccc(CNS(=O)(=O)c2ccc3ccccc3c2)cc1
43. FC(F)(Cl)c1nnc2ccc(Cl)nn12
44. O=C(CN1C(=O)C(=O)N(Cc2ccccc2)C1=O)Nc1ccc(F)c(Cl)c1
45. CCc1nnc(NC(=O)c2cccc(S(=O)(=O)N3CCN(C)CC3)c2)s1
46. CCn1c(SCC(=O)Nc2nonc2C)nnc1-c1ccco1
47. Cc1ccc(C)c(NS(=O)(=O)c2cc(C(=O)Nc3ccccc3-c3ccccc3)ccc2Cl)c1
48. Cc1ccc(S(=O)(=O)N2CCCCC2)cc1NC(=O)c1cccnc1
49. COc1ccc(NS(=O)(=O)c2nnc(NC(=O)c3ccccc3F)s2)cc1
50. CN(CCCC(=O)Nc1ccccc1F)S(=O)(=O)c1ccc(F)cc1
51. O=C(CCCN1C(=O)NC2(CCCC2)C1=O)N1CCN(S(=O)(=O)c2ccccc2)CC1

assay / entry,41,42,43,44,45,46,47,48,49,50,51
EBV LMP1 NFkB,2,-6,7,-11,-1,5,2,-3,-10,-2,5
TWEAK Fn14 block,-2,25,20,18,16,-10,4,-23,-6,6,0
TLR9-MyD88 inh,-3,5,7,2,-5,8,-9,3,6,15,-6
NR5A2 inv ag,-16,8,0,-12,22,15,23,17,5,6,12
SRC1 inh,-14,6,-3,7,-1,20,-16,3,16,-3,-5
NOD2 RIPK2 PPI,-6,-15,-6,12,8,-1,1,-5,-4,8,-7
SRC3 inh,-8,10,2,1,-5,16,9,-4,-23,-1,1
SRC2 inh,-39,-10,7,-4,2,-3,-2,33,-3,-20,-21
TROY NFkB inh,-7,-9,-6,2,-15,-11,-4,-10,9,0,5
C8 TRAIL sens,3,1,-6,-6,-2,7,-11,7,-5,-10,6
NR2F2 inh,-9,-1,7,1,2,13,10,-5,5,8,11
